Screens deposited in PubChem by National Center for Advancing Translational Sciences (NCATS).
HCV inhibitor = HCV inhibition; Huh7.5.1 HCVcc-Cre infection, luciferase reporter, 44 h; AID 651820; 3.4% of 340,000 active; Potency, µM (series often up to 41.8 µM), for the others: top-dose activity change, negative = inhibition, most hits filed as inhibitors
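After 44 h co-culture of compound, cells and HCVcc-Cre (~0.5 moi), substrate is added for 15 min at room temperature and luciferase measured over 15 sec. Cells were seeded at 1,000/well and pre-cultured 4 h.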
Pf growth 48h = P. falciparum growth inhibition at 48 hours (one generation); P. falciparum luciferase growth in erythrocytes, 48 h; Potency, µM (doses to about 28.7 µM), inactives show top-dose activity change, negative = inhibition, usual class: inhibitors; 5.9% of 310,000 active; AID 504832
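First compound was added to culture medium, then infected red cells at 0.1% parasitemia and 2% hematocrit (final). After incubation at 37 C under 5% CO2, luciferase detection reagent was dispensed and light output recorded.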
Sm TGR inh = S. mansoni TGR enzyme inhibition; Q962Y6; purified TGR, DTNB reduction, TNB absorbance 405 nm; Potency, µM (top dose mostly 114 µM), for inactives: top-dose activity change, negative = inhibition, actives largely listed as inhibitors; 3% of 360,000 active; AID 485364; further: nearly all actives have a fitted effect of over 60% in size
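TGR 20 nM + NADPH 100 uM (dispensed conc.), cpd preinc 15 min RT; start with NADPH (500 uM addition) then DTNB (15 mM addition). Kinetic TNB absorbance, 405 nm filter. Four-parameter Hill fit across titration.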
Pf growth 96h = P. falciparum growth inhibition at 96 hours. P. falciparum luciferase reporter growth, 96 h. Potency, µM (highest dose often 28.7 µM), without a hit: top-dose activity change, negative = inhibition, most hits filed as inhibitors. 6.9% of 320,000 active. AID 504834
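Infected RBCs, 2% Hct / 0.05% parasitemia final; luciferase-reporter P. falciparum; cpd 96 h, 37 C, 5% CO2; luciferase detection reagent; luminescence.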
LmPK inhibitor = blocks Leishmania mexicana pyruvate kinase activity | Q27686 | purified LmPK, Kinase-Glo ATP luminescence, 1 h | Potency, µM (series often up to 57.5 µM), for inactives: at the top dose activity change, negative = inhibition, most hits filed as inhibitors | 0.37% of 290,000 active
Target sequence (Q27686 whole entry, looked up): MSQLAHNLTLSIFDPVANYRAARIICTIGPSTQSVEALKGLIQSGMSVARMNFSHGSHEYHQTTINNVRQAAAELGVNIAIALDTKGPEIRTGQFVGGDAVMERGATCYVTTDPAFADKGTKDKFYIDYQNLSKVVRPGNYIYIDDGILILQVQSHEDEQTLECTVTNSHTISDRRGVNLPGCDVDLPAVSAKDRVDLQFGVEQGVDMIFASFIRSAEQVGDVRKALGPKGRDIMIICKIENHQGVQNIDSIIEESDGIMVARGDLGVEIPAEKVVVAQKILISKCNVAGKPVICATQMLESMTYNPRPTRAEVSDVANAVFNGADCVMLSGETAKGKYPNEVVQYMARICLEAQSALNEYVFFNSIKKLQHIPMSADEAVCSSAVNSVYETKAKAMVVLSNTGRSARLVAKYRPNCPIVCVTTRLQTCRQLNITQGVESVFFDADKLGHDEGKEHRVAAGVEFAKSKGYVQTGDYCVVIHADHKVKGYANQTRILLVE
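In 50 mM imidazole pH 7.2 with 7 mM MgCl2, LmPK (0.1 nM) turned over PEP (0.5 mM) and ADP (0.1 mM) for 1 h at room temperature. Luciferase read-out of ATP.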
TbPYK inhibitor = T. brucei pyruvate kinase inhibition; Q57TT1; TbPYK enzyme, Kinase-Glo Plus ATP luminescence, 45 min; Potency, µM (series often up to 76.8 µM), without a hit: at the top dose activity, negative = inhibition, most hits filed as inhibitors; 0.12% of 410,000 active; AID 624173; further: nearly all actives have a fitted effect of over 50% in size
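Luminescent Kinase-Glo Plus end-point after 45 min room-temperature reaction of T. brucei pyruvate kinase started with 130 uM ADP (final). Buffer TEA 50 mM pH 7.2 with KCl, MgCl2, BSA, Tween-20; titration-based qHTS with fitted concentration-effect curves.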
The depositor's hits bear a star; ? = inconclusive; . = not tested or not shown; & = joins results of further samples; [ ] = another dose, or the depositor's remark. The call rests on the fitted dose curve; in most records, active means well fitted curve in the direction sought with a large enough effect; inconclusive means small, poorly fitted or top-dose-only effect, or another doubt; inactive means no such curve, though single readings can be large; an effect the other way counts as inactive or inconclusive. On the % scale 0 is the no-effect control and ±100 the full control effect; potency means the concentration at half of the fitted maximal effect.

Values in the order – HCV inhibitor | Pf growth 48h | Sm TGR inh | Pf growth 96h | LmPK inhibitor | TbPYK inhibitor
- CCN1C2OC3OC4C(OC3OC2N(CC)S1(=O)=O)N(CC)S(=O)(=O)N4CC (centres undefined)
    0% | 20% | 20% | 29% | 1% | 1%
- CC(=O)N1N=C2c3ccccc3CCC2C1c1cccs1 (centres undefined)
    -14% | -13% | 12% | ? | -1% | -4%
- O=c1ccc(/C=C/c2ccccc2)nn1Cc1ccccc1
    9% | . | -7% | -28% | -2% | -1%
- c1cncc(-c2nc(N3CCOCC3)c3ccccc3n2)c1
    ? | ? | -5% | . | 1% | 5%
- CCOc1ccc2oc(C(=O)N3CC(C)OC(C)C3)c(C)c2c1 (centres undefined)
    -9% | ? | -6% | 7.4µM* | -6% | 4%
- COc1cccc(/C=N/NC(=O)C[n+]2ccccc2)c1OC
    14% | 6% | -3% | -16% | -3% | 17%
- CCC1(CC)Nc2ccccc2C(=O)N1c1ccc(NC(C)=O)cc1
    8% | 53%[activator] | -3% | 77%[activator] | 6% | -11%
- COc1ccc(C(=O)NCC(O)CN2CCOCC2)cc1[N+](=O)[O-] (centres undefined)
    7% | -8% | -26% | -16% | -6% | -1%
- CCn1c(CCCOc2ccc(Cl)cc2Cl)nnc1SCC(=O)Nc1cccc(F)c1
    -26% | 5% | 0% | 69%[activator] | 7% | -7%
- COCCN(C(=O)CNC(=O)c1cccs1)C(C(=O)NC(C)(C)C)c1ccccc1 (centres undefined)
    22% | -8% | . | -13% | 0% | 1%
- CNC(=S)N/N=C1\CC(c2ccccc2)Oc2ccccc21 (centres undefined)
    ? | 10µM* | 2% | 6.6µM* | -1% | -3%
- Cc1nn(C)c(Sc2ccccn2)c1[N+](=O)[O-]
    24% | 24% | 7% | ? | 0% | 3%
- Cc1cc(C)cc(NC(=O)C2CCCN(S(=O)(=O)c3cnc[nH]3)C2)c1 (centres undefined)
    4% | 2% | -5% | 3.3µM* | 2% | -2%
- CC(=O)c1ccc(NC(=O)CCc2c(C)nn(-c3ccc(N4CCOCC4)nn3)c2C)cc1
    5% | 34%[activator] | 2%&-13% | 5% | -7% | -23%&0%
- CC(C)(C)Nc1nc(N2CCCC2)nc(N2CCCC2)n1
    ? | ? | 11% | -14% | 0% | -1%
- CN(C(=O)c1cccs1)C1(C)CCS(=O)(=O)C1 (centres undefined)
    10% | 22% | 4% | 10µM* | 0% | 8%
- Cn1ccc(NC(=O)c2ccc(Cl)cc2)n1
    20% | 124%[activator] | 1% | 177%[activator] | . | 5%
- Cc1ccc(C(=O)N/N=C2/NC(=O)CC(C(=O)Nc3ccccc3)S2)cc1 (centres undefined)
    36%[activator] | 0% | -8% | ? | 2% | -6%
- CCOC(=O)C1(C/C(C)=N/NC(N)=O)CC(C)OC1=O (centres undefined)
    -6% | 23% | 5% | -11% | 7% | 19%
- NNC(=O)c1ccc(Cl)cc1
    0% | 13% | 6% | 36%[activator] | -1% | -2%
- CSc1ccc(/C=C/C(=O)OCC(=O)c2ccc[nH]2)cc1
    27% | 16% | -11% | 9% | . | 7%
- COc1ccc2cc3cc(C(=O)NCCCN4CCc5ccccc5C4)sc3nc2c1
    -12% | ? | -3% | ? | 3% | 0%
- COC(=O)CNC(=O)CN1C(=O)N(c2cccc(Cl)c2)C(N(O)C(=O)Nc2cccc(Cl)c2)C1(C)C (centres undefined)
    7% | -11% | -35% | 0% | 0% | 0%
- COc1ccc(OCCCC(=O)NCCc2ccc(OC)c(OC)c2)cc1
    -1% | -18% | -22% | 157%[activator] | 3% | -3%
- Cc1ccc(N2C(=O)NC(=O)C(CCc3ccccn3)(Cc3ccc(F)cc3)C2=O)cc1 (centres undefined)
    9% | 12% | 6%[57.1 µM] | ? | -2% | -1%
- COc1cc(/C=C2\C(=N)N3N=C(CC(=O)N4CCOCC4)SC3=NC2=O)cc(OC)c1OC
    13% | 29% | 0% | ? | -7% | -1%
- Oc1cc2ccccc2nc1-c1ccccc1Cl
    5% | 7.4µM* | 0% | ? | 2% | -11%
- COCCn1c(C)cc(O)c(C(=O)Nc2cccc(Cl)c2)c1=O
    ? | -18% | 4% | ? | -4% | 6%
- O=C(Cc1ccccn1)Nc1ccccc1
    4% | 15% | -25% | 121%[activator] | 1% | 1%
- COC(=O)C1=C(C)N(Cc2ccccc2)C(=NCCc2ccccn2)N[C@H]1c1cccc(F)c1
    50%[activator] | 12µM* | 4%&-8% | 8.3µM* | -7%&-2% | 0%
- CCOC(=O)C1=C(COC(=O)CCOc2ccc(OCC)cc2)NC(=O)NC1C (centres undefined)
    -1% | 28% | 1% | 15% | . | -12%
- COC/C=C/C1=CC2=CC(=O)C(C)(OC(=O)c3cnc4ccccc4n3)C(=O)C2=CN1c1ccc(OC)cc1 (centres undefined)
    -13% | . | . | . | -2%[11.5 µM] | -9%
- CN(c1ccccc1)S(=O)(=O)c1cccc(C(=O)OCC(=O)NCCCN2CCCC2=O)c1
    3% | -11% | 6% | ? | -6% | -7%
- Cn1cccc1CC(=O)N/N=C/c1cccc2ccccc12
    -17% | ? | ? | -13% | 6% | 5%
- Cc1ccc(C(C)C)cc1S(=O)(=O)Nc1ccncc1
    18% | 33%[activator] | 3% | 37%[activator] | -1% | 3%
- CCOC(=O)c1ccccc1NC(=O)Nc1ccc(OC)c(OC)c1
    7% | 26% | -13% | . | 2% | 5%
- COc1ccc(CCN(Cc2cccs2)S(=O)(=O)c2ccc(S(=O)(=O)N3CCCCCC3)cc2)cc1OC
    ? | 4% | -20% | -5% | 2% | 5%
- O=C(CCc1ccccc1)NCc1ccncc1
    10% | 10% | -1% | 3.7µM* | -4% | -5%
- O=C(CNc1cc(S(=O)(=O)N2CCOCC2)ccc1NCC1CCCO1)Nc1ccccc1F (centres undefined)
    -1% | ? | -4% | ? | -9% | -9%
- O=C(Nc1ccc(F)c(F)c1)NC1CCCCC1
    -13% | 64%[activator] | -5% | 0% | -3% | -5%
- Cc1ccccc1NC(=S)NCCC(c1ccccc1)c1ccccc1
    4% | -2% | 18% | 0% | 2% | 4%
- C/C(=N\NC(=S)NCCc1ccccc1)c1ccc(C)cc1
    -8% | -18% | 6% | -10% | 0% | 0%
- COc1ccc(CNC(=O)CN(Cc2ccco2)C(=O)CNS(=O)(=O)c2ccc(F)cc2)cc1
    12% | 19% | -21% | -19% | -2% | 5%
- CN(C(=O)c1cc(S(=O)(=O)N2CCCCC2)c[nH]1)C1CCCCC1
    ? | -2% | -19% | 56%[activator] | 0% | -6%
- CC(CCc1ccccc1)NC(=O)C1CCCN(c2nnc(-n3cccc3)s2)C1 (centres undefined)
    ? | ? | -9% | -3% | 8% | 4%
- COc1ccc(OC)c(-c2nnc(-c3ccc(C)o3)o2)c1
    ? | 10µM* | ? | 183%[activator] | -5% | -6%
- Cc1ccc(SCC(=O)Nc2ccc3c(c2)OCCO3)cc1
    0% | 168%[activator] | -5% | ? | -5% | 2%
- Cc1noc(C)c1C1(O)CCCCCCCCCCC1
    2% | -24% | 7% | ? | 0% | -12%
- Cc1cccc(CCNS(=O)(=O)c2ccc(S(=O)(=O)NC3CCCC3)cc2)c1
    ? | -12% | 0% | . | 5% | 2%
- CC(=O)c1ccc(NC(=O)CS(=O)(=O)c2cn(CC(=O)N3CCOCC3)c3ccccc23)cc1
    -2% | 27% | ? | ? | -1% | 6%
- O=C(c1cccc(C(F)(F)F)c1)N1CCc2c([nH]c3ccccc23)C1C(F)(F)F (centres undefined)
    -25% | 8.3µM* | 1% | 12µM* | 6% | -2%
- COc1ccc(C(=O)Oc2ccc3c(C)cc(=O)oc3c2C(C)=O)cc1
    -3% | -15% | 9% | 23% | -3% | 4%
- Cc1cc(C(=O)COC(=O)CC2Sc3ccccc3NC2=O)c(C)n1-c1ccccc1 (centres undefined)
    4% | 5% | 3% | ? | 1% | -5%
- Cc1cc(NC(=O)C2CC2)ccc1NC(=O)c1cccs1
    9% | 2% | 17% | 94%[activator] | 0% | 10%
- CCCSc1ccc([C@@H]2[C@H]3C(=O)N(CC)C(=O)[C@H]3[C@]3(C(=O)OC)CCCCN23)cc1OC
    ? | 10µM* | ? | 12µM* | . | -8%
- CCN(CC)S(=O)(=O)c1cc(NC(=O)C(C)N2CCc3ccccc32)ccc1C (centres undefined)
    ? | ? | 0% | 10µM* | -1% | -2%
- CCN(CC)CC(O)COc1ccc2c(c1)c(C(C)=O)c(C)n2-c1ccccc1 (centres undefined)
    ? | ? | -6% | 3% | 6% | -4%
- O=S(=O)(Nc1ccc(S(=O)(=O)N2CCOCC2)cc1)c1ccc(Br)cc1
    2% | 25% | 12% | 0% | 9% | -9%
- COc1ccc(N2CCN(C(=O)COC(=O)CCS(=O)(=O)c3ccc(C)cc3)CC2)cc1
    14% | 10% | -1% | 7% | . | 1%
- C=CCn1c(N)cc(=O)nc1SCC(=O)Nc1ccc2ccccc2c1
    3% | 5% | -1% | -2% | 3% | 1%

Continuation:
Values in the order – HCV inhibitor | Pf growth 48h | Sm TGR inh | Pf growth 96h | LmPK inhibitor | TbPYK inhibitor
- C=CCOC(=O)C1=C(C)OC(N)=C(C#N)C1c1ccc(F)cc1 (centres undefined)
    4% | -7% | -16% | 0% | 4% | 1%
- CCOc1ccc(-c2nnn(CC(=O)N3CCN(c4ccc(F)cc4)CC3)n2)cc1OCC
    ? | -3% | 1% | ? | 2% | -3%
- COc1ccccc1NC(=O)Cc1c(F)cccc1Cl
    6% | ? | 2% | ? | 5% | -2%
- Cc1ccc2c(c1)N(C(=O)CCC(=O)NCCN1CCOCC1)CCO2
    18% | 18% | 7% | -12% | 1% | -7%
- COc1ccc(CNS(=O)(=O)CCNC(=O)c2cccc(OC)c2)cc1
    2% | -1% | 1% | -2% | . | 5%
- O=C(NCCCn1ccnc1)C1c2ccccc2Oc2ccccc21
    4% | -25% | -5% | 10µM* | -1% | 1%
- CC(C)(C)OC(=O)[C@H](Cc1ccccc1)NC(=O)c1nc[nH]c1C(=O)NC1CCN(C(=O)OC(C)(C)C)CC1
    -3% | 4.7µM* | -17% | 3.3µM* | -2% | -3%
- CCC(C)NC(=O)c1ccc2c(c1)N(Cc1ccccc1)C(=O)CS2 (centres undefined)
    ? | 7% | 7% | 20% | 12% | -1%
- COc1cc(C(=O)NCC(=O)N/N=C/c2ccco2)cc(OC)c1OC
    -1% | 21% | -4% | -2% | 9% | -9%
- O=C(Nc1ccccc1N1CCOCC1)c1cnccn1
    -28% | ? | 11% | 28% | 3% | -3%
- COCC(=O)N/N=C\c1cccc(OC)c1OC/C=C/c1ccccc1
    -16% | ? | -31% | ? | 3% | -13%
- COC(/C=C/Nc1ccc(Br)cc1)=C(C#N)C#N
    2% | 4% | -25% | 36%[activator] | 6% | -3%
- C=CCN1CC(=O)N2C(c3ccccc3)c3[nH]c4ccccc4c3C[C@H]2C1=O (some centres undefined)
    16% | ? | -12% | ? | 1% | 2%
